Cneo AK release: Cryptococcus neoformans lysis via adenylate kinase release. C. neoformans lysis, adenylate kinase release luminescence, 4 h; normalised: neutral wells 0, clomiphene wells 100. lysis activity, % at 15 µM. 0.2% of 360,000 active. AID 651654;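 active = mean lysis activity across replicates of at least 80%, whatever share of replicates individually reach that level; inactive = mean lysis activity below 80%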
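Material: C. neoformans cells | Amount: Yeast cell density of 5 × 10^6 cells/mL | Medium: Fresh YPD growth medium | Dosing: Single dose | Times: Static 4 h at 37 °C with compound, 1 h detection | Detection: AK luminescence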
Statin myotox sup: protects C2C12 myotubes from simvastatin toxicity; rescue of ATP level, % at 7.49 µM; 0.78% of 330,000 active; ATP luminescence, 48 h; scaled: DMSO 0, geranylgeraniol control 100; AID 602340;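 active = mean ATP rescue above about 67%, or every replicate alone reaching that limit, limit read from the data, passing the limit was not always enough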;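 also: myotubes were challenged with 10 µM simvastatin during compound exposure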
S100A4 MyoIIA: blocks human S100A4 binding to myosin IIA peptide; AID 652163; P26447; 0.14% of 360,000 active; S100A4/TAMRA-MyoIIA peptide fluorescence polarization; inhibition, % at 10.7 µM;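 active = mean inhibition of at least 70% across replicates, with every replicate also reaching that level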
Target sequence (P26447 whole entry, looked up): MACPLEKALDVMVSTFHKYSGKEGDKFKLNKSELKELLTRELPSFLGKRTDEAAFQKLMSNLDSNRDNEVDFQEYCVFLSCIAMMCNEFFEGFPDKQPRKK
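Compound dosing: one dose per compound; test system: human S100A4 monomer with TAMRA-labelled myosin IIA peptide; probe or stimulus: TAMRA-labelled myosin IIA heavy-chain peptide probe, 5 nM; medium: HEPES buffer with Ca2+, pH 7.2; schedule: 5 min incubation before reading; benchmarks: neutral control DMSO, positive control TFP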
SIRT5 block: blocks human SIRT5 desuccinylation of peptide; inhibition, % at 15 µM; Purified SirT5, succinyl-peptide AMC, trypsin-coupled fluorescence; Q9NXA8; 1.1% of 330,000 active; AID 652115; in the data active = inhibition above about 15%
Target sequence (Q9NXA8 whole entry, looked up): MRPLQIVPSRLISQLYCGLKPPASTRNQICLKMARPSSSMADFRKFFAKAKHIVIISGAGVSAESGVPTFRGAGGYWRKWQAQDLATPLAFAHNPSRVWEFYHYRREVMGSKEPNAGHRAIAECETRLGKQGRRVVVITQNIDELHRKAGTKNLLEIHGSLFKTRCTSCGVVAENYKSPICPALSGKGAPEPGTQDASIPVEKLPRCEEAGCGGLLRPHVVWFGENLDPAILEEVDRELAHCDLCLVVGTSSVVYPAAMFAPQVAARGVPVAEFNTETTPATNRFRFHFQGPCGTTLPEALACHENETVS
LGR2 inh: blocks bursicon-induced cAMP signaling via Drosophila LGR2; HEK293 LGR2, CRE-luciferase, bursicon-stimulated, 4 h; 0.35% of 380,000 active; inhibition, % at 9.99 µM;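 active = drop in luminescence signal, shown as inhibition above about 50% in the replicate tests, limit read from the data, passing the limit was not always enough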;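 also: agonist challenge used bursicon conditioned medium at about half maximal strength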
ERAP1 inh: blocks human ERAP1 aminopeptidase activity | recombinant ERAP1, Leu-AMC fluorescence, 60 min | Q9NZ08 | inhibition, % at 10.7 µM | 0.15% of 340,000 active;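 active = mean replicate inhibition of at least 30%, or all replicates individually reaching that 30% level; inactive = mean below 30% and not every replicate reaching it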;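 also: 0% = neutral control wells and 100% = L-leucinethiol positive control wells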
PGC1a acetyl inh: modulators of PGC1a acetylation; U2OS PGC1a acetylation, AlphaScreen anti-acetyl-lysine; with virally co-expressed GCN5 acetyltransferase; inhibition, % at 15.6 µM; 0.17% of 350,000 active; AID 651687;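 active = every replicate shows inhibition of at least 40%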;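 also: 0% = neutral control wells and 100% = positive control wells; some results beyond the cut were filed as inactive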
XiGFP reactiv: activators of X-chromosome reactivation in mouse fibroblasts | XiGFP mouse fibroblasts, % GFP-positive cells imaging, 3 d; cells co-treated with 5-aza-dC sensitizer; scaled so ellipticine positive control = 100% | activation, % at 7.58 µM | 0.055% of 360,000 active | AID 743238;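 active = mean normalized replicate activation at least 10% and every replicate at or above 10%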;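 also: 0% = median of on-plate neutral control wells and 100% = ellipticine 6 µM median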
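assay system = SV40-immortalized XiGFP fibroblast cells, line 68-5-11 | buffer or medium = DMEM plus 5-aza-dC sensitizer | doses = single-point pinned compound dosing | times = 3-day compound exposure, then 15 min fixation at room temperature | benchmarks = positive control ellipticine, 6 µM final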
* hit, by the source's call; · = no result given.

SMILES	Cneo AK release	Statin myotox sup	S100A4 MyoIIA	SIRT5 block	LGR2 inh	ERAP1 inh	PGC1a acetyl inh	XiGFP reactiv
O=c1[nH]c2ccc(S(=O)(=O)N3CCCC3)cc2[nH]1	-6	0	6	-1	10	0	·	0.3
O=C(CC(=O)NC1CCCCC1)N/N=C/c1cccc2ccccc12	1	-3	·	·	27	·	6	·
C[C@@H]1CN([C@H](C)CO)C(=O)c2ccccc2-c2ccccc2CO[C@@H]1CN(C)C(=O)Nc1ccc(-c2ccccc2)cc1	·	·	4	5	4	-2	·	0.3
O=C(NCC(c1cccs1)N1CCOCC1)c1cc(S(=O)(=O)N2CCOCC2)ccc1F (centres undefined)	·	·	-9	0	16	6	·	0.1
C[C@H]1CN([C@@H](C)CO)C(=O)c2c(c3ccccc3n2C)-c2ccccc2CO[C@H]1CN(C)C(=O)c1cc(Cl)cc(Cl)c1	·	·	5	-1	11	-2	-9	0.5
C[C@H](CO)N1C[C@H](C)[C@@H](CN(C)Cc2ccncc2)Oc2ccc(NC(=O)Cn3cnnn3)cc2CC1=O	0	-10	-11	0	-7	-1	-4	0.1
CCN(CC)c1nc(N2CCOCC2)nc2ccccc12	-6	-11	0	-3	-10	-3	3	0.1
Cc1ccc(NC(=O)CCN2CCOCC2)cc1C	-2	18	1	-5	0	3	·	-0.1
CO[C@H]1CN(C)C(=O)c2cc(NC(C)=O)ccc2OC[C@H](C)N(C(=O)Cc2cccnc2)C[C@@H]1C	55	-3	-8	2	7	0	5	0.0
CC1(C)CCc2cc(-c3ccn(S(=O)(=O)c4ccccc4Cl)n3)ccc2O1	1	·	0	-4	-11	·	-5	0.0
C[C@H](NC(=O)C[C@H]1CC[C@@H]2[C@H](COC[C@H](O)CN2Cc2cc(F)ccc2F)O1)c1ccccc1	-1	12	-2	2	-2	1	-5	0.2
Cc1c(NC2=CC(=O)CC(C)(C)C2)ccc([N+](=O)[O-])c1C	·	·	-6	0	3	-2	·	0.2
CCCNC(=O)Nc1ccc2c(c1)C(=O)N(C)C[C@@H](OC)[C@@H](C)CN(C(C)=O)[C@@H](C)CO2	40	-14	4	-5	-21	-2	-20	1.1
O=C(c1ccccc1[N+](=O)[O-])n1cnc2ccccc21	·	·	-7	1	-26	1	7	0.4
O=C(Nc1nc2ccccc2[nH]1)c1ccccc1OC(F)F	-3	-4	-2	-1	33	-2	·	0.0
CCOc1ccc(C(=O)CCC(=O)NCC(=O)Nc2c(C)cccc2C)cc1	2	1	1	-1	-27	-1	-3	0.1
CC(=O)c1ccc(C(=O)N(CCN(C)C)c2nc3c(Cl)cccc3s2)cc1	-1	·	-5	-3	12	-3	-1	0.0
COc1ccc(C(=O)N/N=C(\C)c2cccc(NC(=O)c3ccc(F)cc3)c2)c(OC)c1	-14	-35	-8	-1	-4	1	-3	0.0
COc1ccccc1N(CC(=O)NCCc1ccccc1)C(=O)CCC(=O)Nc1ccccn1	8	2	0	-1	10	-3	·	0.0
O=C(Nc1cccc(F)c1)N1CC(=O)N2[C@@H](CO)[C@H](c3ccc(C#Cc4cccnc4)cc3)[C@@H]2C1	·	·	-5	-3	-5	0	-2	0.3
O=c1cc(-c2ccccc2Cl)oc2c([N+](=O)[O-])c(O)cc(O)c12	0	12	2	-3	70*	1	·	0.0
Cc1nnc(SCC(=O)N2CCC(Cc3ccccc3)CC2)n(N)c1=O	-2	8	·	·	14	·	-12	·
CC1CN(C(=O)COC(=O)c2cc(=O)[nH]c3ccccc23)CC(C)O1 (centres undefined)	1	6	-6	-3	-7	-1	·	0.1
CC(O)(c1ccccc1)c1ccc2ccccc2n1 (centres undefined)	·	4	1	-1	-10	2	-1	0.0
CCCN(C(=O)COC(=O)CNS(=O)(=O)c1ccc(NC(C)=O)cc1)C1CCS(=O)(=O)C1 (centres undefined)	0	-25	18	0	-4	-1	1	0.5
COc1ccc2nc3n(c(=O)c2c1)-c1ncccc1C(=O)NC3CC(C)C (centres undefined)	1	-3	-8	·	11	1	·	-0.1
CC(C)c1ccc(NC(=O)C2=CC=CN3CCS(=O)(=O)N=C23)cc1	·	·	3	1	0	-3	·	0.1
CC(Sc1n[nH]c(N)n1)C(=O)NC1CCCCC1C (centres undefined)	3	·	3	0	15	4	0	-0.1
CCCNC(=O)[C@@H]1[C@@H](CO)[C@@H]2Cn3c(ccc(-c4ccc(F)cc4)c3=O)[C@H]1N2CC	2	-7	-1	-9	-3	-4	4	0.1
COCCN(C(=O)c1c(C)noc1C)c1c(N)n(CC(C)C)c(=O)[nH]c1=O	2	47	1	-8	12	83*	3	0.0
O=C(Cc1cccs1)N/N=C/C=C/c1ccccc1	1	·	-2	-1	-16	3	-8	0.0
CC(=O)Nc1ccccc1C(=O)C(=O)Nc1cccc(C(=O)NCc2ccccc2)c1	-3	4	3	-9	6	1	-15	0.1
CC(CNS(=O)(=O)c1ccc2c(c1)CC(=O)N2C)c1ccccc1 (centres undefined)	-2	-15	-3	0	16	2	-18	0.0
CCCN(C(=O)COC(=O)CCOc1ccccc1C)c1c(N)n(Cc2ccccc2)c(=O)[nH]c1=O	0	3	-3	-1	1	-1	·	0.1
Cc1cc(C(=O)Nc2cccc3c2O[C@H](CN(C)S(C)(=O)=O)[C@@H](C)CN([C@H](C)CO)C3=O)n(C)n1	0	·	3	-1	-19	0	1	-0.6
Cc1noc(C)c1COc1ccc(CC(=O)NCCc2ccccc2)cc1	·	·	-1	1	·	1	·	0.0
COC(=O)c1sc(-c2ccc(C(C)(C)C)cc2)cc1NC(=O)COCC(=O)O	-14	8	-2	4	-17	·	37	0.0
C[C@@H]1CCCCO[C@@H](CN(C)C(=O)Nc2ccc(C(F)(F)F)cc2)[C@H](C)CN([C@@H](C)CO)C(=O)c2cc(NS(=O)(=O)c3ccccc3)ccc2O1	4	·	0	2	11	-6	3	0.0
COc1cccc2[nH]c(C(=O)NCc3ccccc3)cc12	-1	-1	-3	-6	-3	-3	0	0.0
CCc1ccccc1NC(=O)c1cc([N+](=O)[O-])ccc1N1CCOCC1	-3	-2	-13	3	-16	2	·	0.0
CCOC(=O)[C@]12CCC=C1N(Cc1ccc3c(c1)OCO3)C(=O)[C@H](CC(=O)NCc1ccc(OC)c(OC)c1)C2	·	·	0	-2	-11	-4	·	0.0
COc1ccccc1N1CCN(S(=O)(=O)CCNC(=O)C23CC4CC(CC(C4)C2)C3)CC1	3	3	-2	3	5	1	18	0.1
CNC(=O)C(=O)N/N=C/c1ccc(Br)cc1	·	·	-4	0	-15	7	·	0.0
O=c1ccc(-c2ccc([N+](=O)[O-])cc2)nn1-c1ccccc1	·	7	2	-4	-3	-2	-4	0.0
CCOc1ccc(NC(=O)CN2C(=O)C(C)SC(C)C2=O)cc1 (centres undefined)	0	-7	3	4	6	-1	2	0.1
Cc1ccc(CNC(=O)C2CCC(=O)N(Cc3ccccc3F)C2)s1 (centres undefined)	1	7	2	1	-3	1	6	0.2
COc1ccc(Cl)cc1NC(=O)CN1CCN(S(=O)(=O)c2ccc(F)cc2)CC1	2	7	-3	-1	3	-2	·	0.0
CN(Cc1c(C(=O)N(C)Cc2ccccc2)nc2ccccn12)CC1Cc2ccccc2O1 (centres undefined)	-3	·	1	-1	·	14	-11	0.0

Quoted at random: four entries already listed, in no set order.
SMILES	Cneo AK release	Statin myotox sup	S100A4 MyoIIA	SIRT5 block	LGR2 inh	ERAP1 inh	PGC1a acetyl inh	XiGFP reactiv
CCOC(=O)[C@]12CCC=C1N(Cc1ccc3c(c1)OCO3)C(=O)[C@H](CC(=O)NCc1ccc(OC)c(OC)c1)C2	·	·	0	-2	-11	-4	·	0.0
COc1ccccc1N1CCN(S(=O)(=O)CCNC(=O)C23CC4CC(CC(C4)C2)C3)CC1	3	3	-2	3	5	1	18	0.1
COc1cccc2[nH]c(C(=O)NCc3ccccc3)cc12	-1	-1	-3	-6	-3	-3	0	0.0
CN(Cc1c(C(=O)N(C)Cc2ccccc2)nc2ccccn12)CC1Cc2ccccc2O1 (centres undefined)	-3	·	1	-1	·	14	-11	0.0

Further structures.
SMILES	Cneo AK release	Statin myotox sup	S100A4 MyoIIA	SIRT5 block	LGR2 inh	ERAP1 inh	PGC1a acetyl inh	XiGFP reactiv
C[C@H]1CN([C@@H](C)CO)C(=O)c2cc(NC(=O)CCCCCC(=O)Nc3ccccc3N)ccc2O[C@@H]1CN(C)S(=O)(=O)c1ccc(Cl)cc1	·	·	-20	·	-5	1	-1	-0.8
CC(NC(=O)c1cc2cc(Br)ccc2oc1=N)c1ccccc1 (centres undefined)	0	-1	-3	-4	6	1	-17	0.1
O=C(Nc1cccc(Oc2ccccc2)c1)C1Cc2c(-c3ccco3)ccnc2O1 (centres undefined)	6	15	-18	3	-3	0	·	0.0
O=C(Nc1ccccc1)OC1CC2CC1C1CCCC21 (centres undefined)	-3	·	-3	-2	-98	-3	-3	0.1
CCOC(=O)C1CCN(C(=O)COc2cccc3ccccc23)CC1	-3	-1	-4	2	-14	1	9	0.2
COc1ccc(C(=O)OCCCOC(=O)c2ccc(OC)cc2OC)c(OC)c1	0	1	3	-1	-15	4	·	0.4
CCN(CC)C(=O)N1CCN(S(=O)(=O)c2ccc(C)cc2)CC1	1	2	·	·	-21	·	-5	·
O=C(NCC(NS(=O)(=O)OCC(Cl)(Cl)Cl)c1ccccc1)C(F)(F)F (centres undefined)	-2	9	7	·	21	4	·	0.0
CN(C)CCNc1ncnc2c1ncn2[C@H]1CN(Cc2ccncc2)C[C@@H](CO)O1	0	36	-1	-2	-4	1	·	0.0
Cc1cc(C)c(S(=O)(=O)Nc2ncn[nH]2)c(C)c1	-1	3	-4	-4	-3	-3	·	0.2
CCC(=O)N(Cc1cc(=O)[nH]c2ccccc12)c1ccccc1OC	-1	5	-2	0	0	-1	-6	0.3
COc1ccc(C2=NOC(Cn3nc(C(=O)NCc4ccc(C)cc4)cc3-c3ccccc3)C2)cc1 (centres undefined)	-2	40	0	-3	11	3	-30	0.0
CC1=C(C(=O)N2CCCCCC2)CC(CC(=O)NCCc2ccccn2)C(=O)N1Cc1ccc(F)cc1 (centres undefined)	·	·	-5	·	-2	-2	·	-0.2
C[C@@H]1CN([C@@H](C)CO)C(=O)c2cc(-c3cccnc3)cnc2O[C@@H]1CN(C)C(=O)Nc1ccc(C(F)(F)F)cc1	5	6	8	2	-30	-4	5	0.0
Cn1c(SCC(=O)N2CCN(C(=O)c3ccco3)CC2)nnc1-c1ccc(NS(C)(=O)=O)cc1	0	98*	-2	-1	8	-2	6	0.0
C[C@@H]1CN([C@H](C)CO)C(=O)Cc2cc(NC(=O)Nc3ccc4c(c3)OCO4)ccc2O[C@H]1CN(C)Cc1ccc2c(c1)OCO2	0	-6	2	-3	15	0	-17	0.0
CCN(CC)C(=O)C1=C(C)N(Cc2ccc(C(C)(C)C)cc2)C(=O)C(CC(=O)NCCN2CCOCC2)C1 (centres undefined)	0	0	-4	-3	-17	-12	·	0.1
O=C1Nc2ccc(S(=O)(=O)NCc3ccccn3)c3cccc1c23	-1	·	3	-19	-10	-26	-1	·
N#Cc1ccc(N2C(=O)[C@@H]3C(C(=O)c4ccc5ccccc5n4)=NN[C@@H]3C2=O)cc1	-1	·	67	-4	2	7	13	0.2

ERAP1 inh: hit marks shown above.
Molecule,S100A4 MyoIIA,SIRT5 block,LGR2 inh,ERAP1 inh,PGC1a acetyl inh
COCCN(C(=O)c1c(C)noc1C)c1c(N)n(CC(C)C)c(=O)[nH]c1=O,1,-8,12,83*,3

A portion of the library; count on the stated rates, not on these rows.
